Pf apPOL block – Pf-apPOL DNA polymerase inhibition | inhibition, % at 10 µM | Recombinant Pf-apPOL, molecular beacon fluorescence, 1.5 h | 210,000 compounds, 0.25% hits
mHTT CaM bind – inhibitors of human mutant huntingtin-calmodulin interaction | AlphaScreen His-mHTT/GST-CaM binding, luminescence | inhibition, % at 15 µM | AID 1671202 | 190,000 compounds, 3.6% hits;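 further: 0% = both proteins with DMSO and 100% = one protein alone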
* hit, by the source's call; nt = not tested or not shown; & = joins results of further samples. No stated cut-off is given here; in the data, active means inhibition above about 50%; inactive means the rest.

SMILES	Pf apPOL block	mHTT CaM bind
COc1ccccc1NC(=O)CSc1nc2ccccc2n1S(=O)(=O)c1ccc(C)cc1	-5	3
CCc1onc(C)c1C1CCCN1C(=O)c1cc(-c2ccc(F)cc2)on1 (centres undefined)	-3	-4
Cc1cc(C)c(Cn2nc(C(C)(C)C)cc2C(=O)NN2CCOCC2)c(C)c1	-7	nt
Cc1cc(OCC(=O)N2CCN(c3ccc([N+](=O)[O-])cc3)CC2)ccc1Br	-9	42
CCCN1CCCCC1c1nc(-c2ccncc2)no1 (centres undefined)	0	-1
O=C(CN1CCCC1)Nc1ccc(OC(F)(F)Cl)cc1	-5	3
O=C(c1ccc(N2CCN(c3ccccn3)CC2)c([N+](=O)[O-])c1)N1CCN(c2ccccn2)CC1	9	27
O=C(Oc1cc(=O)n(-c2ccccc2)c2ccccc12)c1ccccc1	-6	nt
COc1cc(C2CC(=O)n3nc(-c4ccc(F)cc4)nc3S2)cc(OC)c1OC (centres undefined)	-2	4
COc1cccc(C(=O)N2CCN(c3cc(C)cc(C)c3)C(=O)C2C)c1 (centres undefined)	-3	0
CCCN1C(=O)S/C(=C/c2cn(CC(=O)N3CCOCC3)c3ccccc23)C1=O	-2	19
CCCCNC(=O)C1CCN(c2nc3ccc(-c4cncnc4)nc3s2)CC1	3	1
CC(C)CCSc1nnc2n1CCN2c1ccc(F)cc1	-1	-1
O=C(Nc1ccccc1)c1c(F)c(F)c(F)c(F)c1F	-2	-11
CC(C)(C)OC(=O)COc1ccc2c(c1)OC(=Cc1ccc(F)cc1)C2=O	-2	-2
Cc1cccc(OCc2nnc(SCC(=O)Nc3nc(-c4ccccc4)cs3)o2)c1	-7	1
Cn1c(SCC(=O)Nc2ccccc2)nnc1-c1ccc(NC(=O)CCc2ccccc2)cc1	0	-2
Cn1nc(-c2nc(-c3ccccc3F)no2)c2c1CCN(C(=O)c1ccccc1F)C2	-2	10
O=C1CC2(CCN(C(=O)COc3ccccc3F)CC2)Oc2ccccc21	-10	-7
Cc1ccc(-n2nc3c(c2NC(=O)COc2ccc(Cl)cc2)CS(=O)(=O)C3)cc1	-3	-3
Cc1c(C2=N/C(=C/c3ccccc3[N+](=O)[O-])C(=O)O2)cccc1[N+](=O)[O-]	4	3
O=S(=O)(NNc1nccc(-c2cccnc2)n1)c1ccccc1Cl	7	nt
Cc1ccccc1CNC(=O)C1(C)CCCN(C(=O)Nc2cccc(C)c2C)C1 (centres undefined)	8	6
CC(C)(Oc1ccc(Cl)cc1)C(=O)Nc1ccncc1	-2	-3
Clc1ccccc1C=Nc1ccc(N2CCOCC2)cc1	3	4
Cc1cc(C)n(-c2cc(N3CCCC3)ncn2)n1	-6	-4
COCCNC(=O)C(C#N)=C1N=C(NC(=O)c2ccccc2Cl)c2ccccc21	-10	4
CC(C)n1c(SCC(=O)Nc2ccc(Cl)cc2)nc2cc(Cl)ccc21	6&-6	nt
Cc1ccc(CN2CCc3nc(N4CCN(c5ccccc5F)CC4)ncc3C2)s1	1	11
Cc1c(C(=O)Nc2ccc(N3CCOCC3)cc2)cccc1[N+](=O)[O-]	-2	-3

7 records drawn at random from the list so far:
SMILES	Pf apPOL block	mHTT CaM bind
Cc1ccc(CN2CCc3nc(N4CCN(c5ccccc5F)CC4)ncc3C2)s1	1	11
Cn1nc(-c2nc(-c3ccccc3F)no2)c2c1CCN(C(=O)c1ccccc1F)C2	-2	10
CC(C)(C)OC(=O)COc1ccc2c(c1)OC(=Cc1ccc(F)cc1)C2=O	-2	-2
O=S(=O)(NNc1nccc(-c2cccnc2)n1)c1ccccc1Cl	7	nt
CC(C)CCSc1nnc2n1CCN2c1ccc(F)cc1	-1	-1
Cc1c(C(=O)Nc2ccc(N3CCOCC3)cc2)cccc1[N+](=O)[O-]	-2	-3
Cc1cc(C)c(Cn2nc(C(C)(C)C)cc2C(=O)NN2CCOCC2)c(C)c1	-7	nt

The listing continues.
SMILES	Pf apPOL block	mHTT CaM bind
Cc1ccc(C2CC(c3ccc4c(c3)OCO4)Nc3nnnn32)cc1 (centres undefined)	-1&-8	12&19
O=S(=O)(Nc1cc(Cl)c(-n2cccc2)cc1Oc1ccc(Cl)cc1)c1ccc(Cl)cc1	-10	nt
CN1C(=O)CCC2(CNC(=O)c3cnccn3)CCCC12 (centres undefined)	5	-6
Cc1ccc(CN2CC(N3CCCCC3)CS2(=O)=O)cc1 (centres undefined)	-3	2
COc1c(Cl)cc(Cl)c(OC)c1NC(=O)Nc1cc(C(F)(F)F)cc(C(F)(F)F)c1	-7	nt
O=C1c2ccccc2C(=O)C1c1ccc(I)cc1	-4	19
Cc1c(-c2ccccc2)c(=O)oc2c(CN3CCCC3)c(O)ccc12	-17	-1
Cc1[nH]nc2c1C(c1ccc(OC(C)C)cc1)CC(=O)N2 (centres undefined)	-2	-5
CCOc1cc(CN2CCN(c3ccccn3)CC2)ccc1O	1	-5
CN1CCN(c2nc(N3CCN(c4ccccc4)CC3)nc3ccccc23)CC1	-2	34

Profiles as entered above. Order of screens: Pf apPOL block, mHTT CaM bind
Cc1ccc(C2CC(c3ccc4c(c3)OCO4)Nc3nnnn32)cc1 (centres undefined) is listed as -1&-8, 12&19
CN1C(=O)CCC2(CNC(=O)c3cnccn3)CCCC12 (centres undefined) is listed as 5, -6
Cc1ccc(CN2CC(N3CCCCC3)CS2(=O)=O)cc1 (centres undefined) is listed as -3, 2
Cc1c(-c2ccccc2)c(=O)oc2c(CN3CCCC3)c(O)ccc12 is listed as -17, -1
O=C1c2ccccc2C(=O)C1c1ccc(I)cc1 is listed as -4, 19

The listing continues:
SMILES	Pf apPOL block	mHTT CaM bind
COc1cccc(-c2cc(C(=O)NC(C)C)n(-c3cccc(C)c3)n2)c1	10	4
Cc1cccc(-c2cccc(-c3cc(=O)oc4cc5c(cc34)OCO5)c2)c1	-2	-49
Cc1nc2ccccn2c1C(=O)Nc1ccc2c(c1)N(C(=O)c1ccco1)CC2	-20	14
Cc1onc(-c2ccccc2)c1C1=N/C(=C\c2cccc([N+](=O)[O-])c2)C(=O)O1	-1	1
COc1ccc(S(=O)(=O)NCCc2ccc(N3CCCC3)cc2)cc1OC	0	54*
COc1ccc(CNC2=CC(=O)CC(C)(C)C2)cc1	-3	2
C=CCn1c(=O)c2c(ncn2CC)n(-c2ccc(Cl)cc2)c1=O	0	0
CC1CCC(N2CCN(C(=O)c3ccco3)CC2)CC1 (centres undefined)	-6	-2
COc1cc([N+](=O)[O-])ccc1-n1nnnc1-c1ccncc1	-3	-6
Cc1ccc(NC(=O)c2cccnc2N2CCOCC2)cc1	-2	1
CCC1COCCS(=O)(=O)N1Cc1ccccc1Br (centres undefined)	3	-13
Cc1ccnc(N2CCCC(C(=O)Nc3ccc(Cl)cc3)C2)n1 (centres undefined)	-2	-2
Cc1cccc(CNC(=O)c2cc(-c3ccncc3)cn2C)c1	-5	12
Cc1cc(-c2ccc(NC(=O)c3ccoc3C)c(C)c2)ccc1NC(=O)c1ccoc1C	4	1
COc1ccc(C(=O)N2CCCC3(C2)Nc2ccccc2NC3=NC(C)(C)C)c(OC)n1 (centres undefined)	9	34
S=c1nc(-c2ccccc2)n(-c2ccccc2)[nH]1	-2	nt
O=C1CN(C(=O)c2ccccc2F)C(c2ccc(F)cc2)c2cc(F)ccc2N1 (centres undefined)	-7	-4
Cc1cc(N)c2ccccc2[n+]1CCCCCCCCCC[n+]1c(C)cc(N)c2ccccc21	-5	nt
COc1cc(/C=C2\SC(=Nc3c(C)n(C)n(-c4ccccc4)c3=O)NC2=O)ccc1O	2	18
Nc1cc(C2CCN(C(=O)Nc3ccc(F)c(Cl)c3)CC2)no1	-12	-12
Cc1noc(COC2CCCN(C(=O)c3cc(F)ccc3F)C2)n1 (centres undefined)	-3	-10
Cc1ccc2cc(C)c(NCc3ccccn3)nc2c1	-10	4
CCC(C)NC(=O)c1nc2cccnc2n(C)c1=O (centres undefined)	-4	3
Cc1ccc(C(C2=C(O)CC(C)(C)CC2=O)C2C(=O)CC(C)(C)CC2=O)s1 (centres undefined)	-3	32
COc1ccc(C2CC(=O)Nc3n[nH]c(C)c32)c(OC)c1OC (centres undefined)	-1	1
CN(C)C(=O)c1cc2c(s1)CCC(C(=O)Nc1cc(F)ccc1F)C2 (centres undefined)	-6	-3
COC(=O)c1cccc(NC(=O)C2CCCN(c3nnc4ccc(Cl)cn34)C2)c1 (centres undefined)	-6	41
COc1cccc(-c2cc(C(=O)N3CCCC3c3ccc(F)cc3)on2)c1 (centres undefined)	-2	-8
O=C(Cc1nncn1-c1ccccc1)c1ccc(O)cc1O	-3	-1
Cc1ccc(CNC(=O)C(NS(=O)(=O)c2ccc(Br)s2)c2ccccc2)cc1 (centres undefined)	-9	-9
O=C(NCc1ccccn1)C1CCc2sc(C(=O)N3CCCC3)cc2C1 (centres undefined)	-10	6
Cc1ccc(N2CCSC2c2cccs2)cc1 (centres undefined)	-2	7
O=C(NCCCN1CCCC1)c1ccc(F)cc1	-2	-1
Cc1cc(C(=O)Nc2cc(Cl)ccc2O)no1	0	-4
Cc1nn(Cc2ccc(F)cc2)c(C)c1NC(=O)CC12CC3CC(CC(C3)C1)C2	-8	33
OC1(c2ccccc2)CNCCc2ccccc21 (centres undefined)	0	-2
O=C(CSc1nnc(-c2cccnc2)o1)c1ccc(Br)cc1	13	4
Cn1c2ccccc2c2c(C(=O)Nc3ccc(F)cc3F)cn(C3CCCC3)c(=O)c21	14	10
Oc1ccccc1N=Cc1ccc(Br)cc1	-4	24
COc1ccc(C(=O)N2CCC(c3nc(C(=O)N(C)C)c(C)o3)CC2)c(C)c1	-4	-4
CCOc1ccc(-c2cccc(NC(=O)c3ccc(F)cc3F)c2)nn1	2	-1
O=C(NCc1csc(C2CCN(C(=O)c3ccc(F)c(F)c3)CC2)n1)C1CCC1	-2	5
O=C(Nc1ccccc1Br)N1CCCC1c1nc(-c2ccc(F)cc2F)no1 (centres undefined)	-7	-17
Cc1ccc(C2=NN(CC(=O)NC3CCCC(C)C3C)C(=O)CC2)cc1 (centres undefined)	-12	4
CCOC(=O)COc1ccc2c(=O)c(Oc3ccc(C(=O)OCC)cc3)c(C)oc2c1	-6	1
CC(C)CNC(=O)C1CCN(c2nc3ccc(-c4cncnc4)nc3s2)CC1	2	-2
CC(C)CN1C(=O)C(CC(=O)NC(C)(C)C)Sc2ncccc21 (centres undefined)	-2	-6
O=C(C1=CN(c2ccc3c(c2)CCC3)c2ccccc2S1(=O)=O)N1CCCC1	-2	8
O=C(Nc1ccccc1[N+](=O)[O-])c1cccc(S(=O)(=O)N2CCc3ccccc32)c1	-80	41
Cc1ccc(CCN2C(=O)CCC2(C)C(=O)NC2CCCC2)cc1 (centres undefined)	-13	-5
The listing continues:
SMILES	Pf apPOL block	mHTT CaM bind
O=C(Cn1c(=O)nc(NC2CCCC2)c2ccccc21)Nc1cc(F)cc(F)c1	-11	4
COc1cc(C=C2SC(=S)N(c3ccc(O)c(C(=O)O)c3)C2=O)cc(OC)c1OC	-28	66*
CCOC(=O)N1CCN(C(=O)c2ccnc(N3CCNC(c4ccccc4)C3)c2)CC1 (centres undefined)	3	4
COc1nccc(N2CCC(CC(=O)NCCc3ccccn3)CC2)n1	-7	0
CC1(C)C(C=C(Cl)Cl)C1C(=O)Nc1cccc(Cl)c1Cl (centres undefined)	0	-34
COc1ccc2oc(=O)c(C(=O)Nc3cccc([N+](=O)[O-])c3)cc2c1	-1	3
Cc1ccc2ncc3c(=O)n(CC(=O)Nc4ccc(Cl)cc4)[nH]c3c2c1	1	16
O=C(NCc1cccnc1)c1cc(-c2cccs2)[nH]n1	-4	-14
CCC(=O)Nc1ccc(C)cc1-c1nc2cc(Cl)ccc2o1	-5	-5
CC(=O)Nc1ccc(N2C(=O)CSC2c2ccc3c(c2)OCO3)cc1 (centres undefined)	2	5
COc1ccc(NC(=O)c2cc3cc(Br)ccc3oc2=O)cc1	-1	4
Cc1cc2c(c(Sc3ccc(Cl)cc3)n1)C(=O)N(SC(Cl)(Cl)Cl)C2=O	3&1	nt
CCCC(=O)Nc1c(-c2cc(C)cc(C)c2)nc2ccccn12	2	5
CN(C)S(=O)(=O)c1ccc(C(=O)N2CCCC(COCc3ccccc3)C2)cc1 (centres undefined)	-7	6
CCC(C)NC(=O)c1cn(-c2ccc(Cl)cc2)nn1 (centres undefined)	-3	-9
O=C(Nc1ccccc1C(F)(F)F)N1CCc2nc(-c3ccccc3)ncc2C1	-6	-11
Cc1ccccc1CC(=O)N1CCCC1c1nc(-c2ccccc2)n[nH]1 (centres undefined)	-4	0
Cc1ccc(Oc2nccnc2N2CCC(C(=O)Nc3ccc(F)c(C)c3)CC2)cc1	3	0
Cc1[nH][nH]c(=O)c1C(c1cccnc1)c1c(C)[nH][nH]c1=O	-4	2
O=C(Nc1cccnc1)c1cc2ccccc2o1	-2	-3
O=C(NCc1cccc(CNC(=O)C2CCCCC2)c1)C1CCCCC1	-6	-2
CCN(CC)c1nc(-c2ccccc2O)nc2ccccc12	-3	-31
CCCCCNC(=O)c1cc(S(=O)(=O)N2CCc3ccccc32)ccc1F	-2	-3
COc1ccc(CN[C@H]2CCC23CCC(C)CC3)cc1OC (some centres undefined)	-2	-11
CCOc1cc(C2Nc3ccccc3C(=O)N2c2ccc(Cl)cc2)ccc1O (centres undefined)	-3	1
COc1ccc(NC(=O)c2cccc(Cl)c2Cl)cc1OC	-2	0
Cc1ccc(NC(=O)NCc2ccnc(N3CCSCC3)c2)c(Cl)c1	0	-1
Cc1cc(C(=O)Nc2ccc3c(c2)C(=O)N(C)C3=O)on1	-9	-6
C=CCN(c1ccccc1)S(=O)(=O)c1ccc(F)c(C(=O)Nc2ccccc2OC)c1	-4	-19
CCC(=O)NCc1nc2c(n1C)CN(C(=O)c1ccccc1Br)CC2	4	7
CC(=NNC(N)=O)c1ccc(Sc2ccc(Cl)cc2)c([N+](=O)[O-])c1	-6	nt
O=C(O)c1ccc(NS(=O)(=O)c2cccc(C(=O)Nc3cccc([N+](=O)[O-])c3)c2)cc1	-8	11
